# Screening results (PubChem BioAssay)
# Akt phos inh – HTS Assay for Inhibitors of Akt Phophorylation: Primary Screen. Neuro2A IGF-stimulated pAkt S473 HTRF, 20 min; stronger effect = lower value. activity change, % for hits at 50 µM. actives 0.32% (n = 360,000); in the data active = activity change below about -80%; inconclusive = mostly about -51% to -80%; also: % is scaled to controls: 0 for no effect and ±100 for the full control effect
#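 Neuro2A cells (4,500/well, DMEM with 0.5% FBS) were treated with compound at a single 50 µM final concentration, stimulated with 6 nM IGF for 20 min at 37 °C, and lysed. Phospho-Akt Ser473 was read by HTRF as 665/615 ratio ×10^4.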
# Abeta rescue – qHTS for compounds that reverse cellular toxicity of Amyloid beta (A-beta) peptide in yeast: Primary Screen. yeast expressing A-beta42, growth rescue, OD600, 48 h; response scale: 0% DMSO, 100% iron-clioquinol control. Potency, µM (top dose mostly 46.1 µM), without a hit: at the highest dose growth rescue, most hits filed as activators. actives 0.063% (n = 410,000); also: potency is read from the fitted curve at half-maximal effect; nearly all actives have a fitted effect of over 55% in size
#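 Growth rescue measured by 600 nm absorbance after 48 h yeast culture at 30 C with compound. Values normalized between DMSO and an equimolar ferric chloride plus clioquinol control.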
# TDP-43 yeast inh – qHTS of TDP-43 Inhibitors; TDP-43 expressing yeast growth rescue, BacTiter-Glo, 24 h; AID 652104, 2013; Potency, µM (highest dose often 46.1 µM), for the others: at the highest dose growth rescue (activation), hits mostly activators; actives 1.8% (n = 410,000); also: potency is read from the fitted curve at half-maximal effect; % of control where 0% means no effect; nearly all actives have a fitted effect of over 50% in size
#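 Readout is BacTiter-Glo luminescence of cell growth, so inhibitors register as activators. TDP-43-expressing yeast at OD600=0.02 in galactose medium, after raffinose pregrowth to mid-log, were incubated with compound for 24 hr at 30 deg C.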
# PTHR1 agonist – qHTS for PTHR1 Agonists: Primary Screen; actives 0.075% (n = 410,000); Potency, µM (highest dose often 115 µM), for the others: at the top dose activation, most hits filed as activators; HEK293 GP2 PTHR1 cells, GloSensor cAMP luminescence, 1 h; also: potency is read from the fitted curve at half-maximal effect; nearly all actives have a fitted effect of over 55% in size; some results filed as inactive show a strong effect at the top dose; inactives centre near -15; many of its hits are not listed in these tables
# Target sequence (Q03431 whole entry, looked up): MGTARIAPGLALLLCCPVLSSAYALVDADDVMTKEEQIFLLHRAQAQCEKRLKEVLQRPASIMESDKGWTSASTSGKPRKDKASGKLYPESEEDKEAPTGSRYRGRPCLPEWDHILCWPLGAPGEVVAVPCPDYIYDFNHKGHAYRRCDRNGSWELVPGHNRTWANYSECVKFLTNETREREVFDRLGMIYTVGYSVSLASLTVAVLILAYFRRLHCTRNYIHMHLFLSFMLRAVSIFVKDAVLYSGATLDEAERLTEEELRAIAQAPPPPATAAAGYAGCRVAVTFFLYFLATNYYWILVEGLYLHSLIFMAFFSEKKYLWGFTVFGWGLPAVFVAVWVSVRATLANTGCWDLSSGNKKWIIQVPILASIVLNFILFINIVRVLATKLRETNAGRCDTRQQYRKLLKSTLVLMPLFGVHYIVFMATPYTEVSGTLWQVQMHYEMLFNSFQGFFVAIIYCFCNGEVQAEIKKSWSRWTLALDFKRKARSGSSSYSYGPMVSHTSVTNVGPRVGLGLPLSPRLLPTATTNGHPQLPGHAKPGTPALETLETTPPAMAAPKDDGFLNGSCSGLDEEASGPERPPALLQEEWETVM
#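 HEK-293-derived GP2 cells expressing PTHR1 and a GloSensor cAMP reporter, 3,000/well, plated overnight, given luciferin plus IBMX (each 0.5 mM as added) for 1 h at 37 °C, then compound for 1 h at 37 °C. Luminescence was read after 15 min at room temperature.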
# Mm-Cpn inhibitor – Inhibitors of TCP-1 ring complex (TRiC) of Methanococcus maripaludis (MmCpn): qHTS; Chaperonin Mm-Cpn (Methanococcus maripaludis); purified Mm-Cpn ATPase, ADP Transcreener TR-FRET; Potency, µM (top dose mostly 76.9 µM), for the others: at the top dose activity, negative = inhibition, usual class: inhibitors; actives 0.031% (n = 330,000); AID 504842, 2011; also: potency is read from the fitted curve at half-maximal effect; % is scaled to controls: 0 for no effect and ±100 for the full control effect; nearly all actives have a fitted effect of over 80% in size
#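 Quantitative HTS used 25 nM Mm-CPN and 10 uM ATP in magnesium/KCl Tris buffer, pH 7.4, with 1 mM DTT. Hydrolysis ran 30 min at 37°C; ADP was read by HTRF.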
# aSyn rescue – qHTS of alpha-syn Inhibitors; actives 0.14% (n = 370,000); Yeast expressing alpha-synuclein, growth rescue, BacTiter-Glo, 24 h; Potency, µM (highest dose often 46.1 µM), for inactives: at the top dose growth rescue (activation), most hits filed as activators; also: potency is read from the fitted curve at half-maximal effect; % of control where 0% means no effect; nearly all actives have a fitted effect of over 65% in size
#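 Galactose-induced alpha-syn yeast (OD600=0.02, raffinose-pregrown) + pinned cpd, 24 hr, 30 deg C; growth by BacTiter-Glo luminescence. Growth restoration scores as activation.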
# FUS suppressor – qHTS for Suppressors of FUS Proteinopathy: Primary screen using FUS-linked yeast assay. S. cerevisiae FUS-expressing, growth rescue, OD600, 24 h. actives 0.24% (n = 390,000). AID 1347120, 2019. Potency, µM (series often up to 76.6 µM), inactives show at the highest dose growth rescue (activation), usual class: activators;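 also: potency is read from the fitted curve at half-maximal effect; plate controls were DMSO vehicle for no effect and reference control for full effect; nearly all actives have a fitted effect of over 55% in size; some results filed as inactive show a strong effect at the top dose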
#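 Absorbance at 600 nm, taken 24hr after compound addition, measured rescue of FUS-yeast growth at 30C. Induction used 2% galactose with seeding at OD 0.005. Controls: CP55940 from 92uM final, DMSO only.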
# GLP-1R inv ag – qHTS of GLP-1 Receptor Inverse Agonists (Inhibition Mode); Potency, µM (top dose mostly 38.3 µM), for the others: at the highest dose activity change, negative = inhibition, usual class: inhibitors; AID 624417, 2012; Glucagon-like peptide 1 receptor (Homo sapiens), P43220; actives 1.6% (n = 410,000); HEK293 GLP-1R CRE-luciferase, luminescence, 24 h; GLP-1R form is constitutively active; also: potency is read from the fitted curve at half-maximal effect; % is scaled to controls: 0 for no effect and ±100 for the full control effect; nearly all actives have a fitted effect of over 55% in size
# Target sequence (P43220 whole entry, looked up): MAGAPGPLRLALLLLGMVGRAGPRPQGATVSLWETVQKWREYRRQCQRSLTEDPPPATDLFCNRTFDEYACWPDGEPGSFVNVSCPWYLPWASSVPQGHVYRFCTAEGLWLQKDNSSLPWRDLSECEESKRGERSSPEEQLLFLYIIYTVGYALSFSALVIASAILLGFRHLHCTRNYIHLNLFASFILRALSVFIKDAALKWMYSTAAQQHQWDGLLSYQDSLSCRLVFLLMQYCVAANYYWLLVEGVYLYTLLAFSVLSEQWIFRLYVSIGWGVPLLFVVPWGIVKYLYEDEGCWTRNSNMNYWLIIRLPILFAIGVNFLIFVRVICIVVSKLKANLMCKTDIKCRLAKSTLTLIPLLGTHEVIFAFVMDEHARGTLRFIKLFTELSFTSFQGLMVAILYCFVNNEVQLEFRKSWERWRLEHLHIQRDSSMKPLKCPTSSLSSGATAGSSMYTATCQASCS
#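 GLP-1R inverse agonism mode: basal reporter luminescence in engineered HEK293 cells measured after one day of compound exposure at 37 deg C, with a 12 min room-temperature detection step.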
# GLP1R cytotox – qHTS of GLP-1 Receptor Inverse Agonists: Cytotox Screen; HEK293 cAMP-luciferase reporter cells, luminescence, 24 h; Potency, µM (doses to about 38.3 µM), inactives show at the top dose activity change, negative = inhibition, most hits filed as inhibitors; actives 0.13% (n = 410,000); AID 624418, 2012;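 also: loss of luciferase light is scored as toxicity; potency is read from the fitted curve at half-maximal effect; % is scaled to controls: 0 for no effect and ±100 for the full control effect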
#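 Cells in DMEM/10% Nu serum/1% pen-strep, 1536-well format. Pre-incubated 12 h, dosed with 23 nL compound, incubated a further 24 h. Luciferase detection, 12 min at room temp, luminescence.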
# * marks the source's active call; other numbers are inactive results; i = inactive; ? = inconclusive; / = not tested or not shown; [ ] = dose if it differs, or a comment. Unless noted, calls follow the shape of the dose curve; as a rule, active = well fitted curve in the direction sought with a large enough effect; inconclusive = small, poorly fitted or top-dose-only effect, or another doubt; inactive = no such curve, though single readings can be large; an effect the other way counts as inactive or inconclusive. An excerpt; count on the stated rates, not on these rows.
SMILES,Akt phos inh,Abeta rescue,TDP-43 yeast inh,PTHR1 agonist,Mm-Cpn inhibitor,aSyn rescue,FUS suppressor,GLP-1R inv ag,GLP1R cytotox
COc1ccccc1C(=O)Nc1cc(C)ccc1NC(=O)c1ccco1,i,-8%,14%,i,-3%,1%,2%,-29%,-5%
CCCCCC(=O)N1CCN(S(=O)(=O)c2ccc3c(c2)OCCO3)CC1,i,2%,27%,-16%,1%,-4%,20%,1%,12%
COCCNC(=O)CN(C(=O)c1ccc(N2CCCC2)nc1)c1ccc(Cl)cc1,i,10%,0%,?,4%,2%,-29%,6%,6%
Cc1ccccc1NC(=O)CCNS(=O)(=O)c1cccc2nsnc12,i,-13%,-19%,i,2%,-2%,0%,0%,10%
C/C(=N\NC(=O)CN(c1ccccc1)S(C)(=O)=O)c1ccccc1O,i,-14%,-1%,i,2%,7%,-27%,5µM*,-12%
CC(CCc1ccccc1)NC(=O)c1ccc(-n2cncn2)c([N+](=O)[O-])c1 (stereo unspecified),i,11%,20%,i,0%,2%,2%,6%,0%
Cc1c(C(=O)NCc2ccccc2)cnn1-c1ccccc1,i,-6%,-2%,i,/,-2%,29%,1%,13%
CCCCN(C(=O)/C=C/c1ccc(OCC(C)C)c(OCC)c1)c1c(N)n(CCC)c(=O)[nH]c1=O,i,-6%,-4%[9.22 µM],-12%,1%,0%,35%,15%,-8%
O=C(NCC1CCCO1)c1cc(-c2ccncc2)nc2ccccc12 (stereo unspecified),i,-15%,3%,i,-1%,-4%,2%,-19%,-9%
COc1ccc(CCN2CC(C(=O)N3CCSCC3)CCC2=O)cc1 (stereo unspecified),i,11%,-1%,-21%,0%,-8%,/,-8%,3%
COc1ccc(C(=O)c2sc3nc(-c4ccc(C)cc4)cc(C(F)(F)F)c3c2N)cc1,/,4%,10%,-5%,/,-2%,0%,-2%,4%
CC(=O)c1ccc(N2CCN(C(=O)c3nn(Cc4ccccc4)c(=O)c4ccccc34)CC2)cc1,i,-4%,/,-20%,-29%,-12%,?,-29%,-15%
c1ccc(COc2ccc(OCCOCCn3cncn3)cc2)cc1,i,7%,15%,-6%,-3%,-3%,14%,?,8%
ON=C1CCCC2CCCCC12 (stereo unspecified),i,-10%,-26%,i,/,-12%,-7%,0%,9%
CCOc1ccc(N(C(C)C(=O)NC(C)CC)S(C)(=O)=O)cc1 (stereo unspecified),i,5%,-3%,i,-1%,-5%,11%,4%,1%
Cc1ccc2cc(CN(c3ccccc3C)S(=O)(=O)c3ccccc3)c(=O)[nH]c2c1,i,4%,-3%,-20%,2%,-7%,-8%,6%,-4%
CC(C)CN1C(=O)c2ccc(C(=O)Nc3ccc(O)cc3C(=O)O)cc2C1=O,i,-6%,-2%,i,2%,3%,12%,8%,0%
CCC(c1nnnn1-c1c(C)cccc1C)N1CCN(c2ccccn2)CC1 (stereo unspecified),i,1%,18%,-47%[inhibitor],/,0%,1%,?,4%
Cc1cc(C)n(Cc2cccc(C(=O)N/N=C/c3cccnc3)c2)n1,i,0%,9%,-2%,-3%,-9%,10%,0%,-19%
COc1ccc(/C=C(\C#N)C(=O)OCC(=O)NC(C)c2ccccc2)cc1 (stereo unspecified),i,-8%,-7%,i,1%,-1%,12%,3%,-2%
CCOCc1nnc(NC(=O)c2ccco2)s1,-123%*,20%,26%,-13%[57.5 µM],-2%,-14%,-6%,1%,-2%
CC(NC(=O)c1ccc(S(=O)(=O)N(C)C)cc1)c1ccc(-n2ccnc2)cc1 (stereo unspecified),i,-6%,-6%,0%,1%,-5%,4%,6%,-7%
N#Cc1ccc(Oc2ccc(S(=O)(=O)N3CCCCC3)cn2)cc1,i,-11%,17%,-62%[inhibitor],-2%,-6%,3%,-11%,-2%
Cc1ccc(C(C)C)c(OCC(=O)NCC(c2cccs2)N2CCOCC2)c1 (stereo unspecified),i,6%,0%,-21%,0%,2%,32%,?,-4%
CC1=CC(=C(C#N)C#N)C=C(C)N1CCN1CCN(C(=O)Nc2ccc(Cl)c(Cl)c2)CC1,i,9%,27%,i,-14%,5%,/,28%,4%
N=c1sccn1CC(=O)Nc1ccc2c(c1)CCC2,i,10%,1%,i,2%,3%,13%,?,?
Cc1ccc(-n2ncc3c2CC(C)(C)CC3NC(=O)CN2CCCC2=O)cc1 (stereo unspecified),i,3%,-4%,-2%,1%,-3%,-9%,5%,-8%
Cc1ccc(C(=O)CC(=O)COc2ccc(Cl)cc2)cc1,i,-15%,-27%,i,-4%,?,-1%,?,?
O=C(c1cccs1)c1coc2ccc(O)c(CN(CCO)CCO)c12,i,-2%,-8%,i,0%,1%,17%,0%,3%
COc1cc2[nH]c(=S)nc(NCC3CCCO3)c2cc1OC (stereo unspecified),i,14%,-3%,-23%[57.5 µM],-6%,-1%,11%,16%,-2%
Cc1ccc2nc(-c3cc(NC(=O)/C=C/c4ccccc4)ccc3Cl)oc2c1,/,-23%,13%,i,/,/,-25%,-23%,1%
CCOC(=O)Nc1ccc(S(=O)(=O)Nc2cc(C)on2)cc1,i,13%,-11%,-8%[57.5 µM],2%,2%,7%,3%,0%
O=C(c1cnn2c(C(F)F)cc(C3CC3)nc12)N1CCOCC1,i,-3%,-11%,i,-5%,0%,-15%,12%,-9%
CN1CCCN(C(=O)c2cccc3ccccc23)CC1,i,-16%,-2%,13%,0%,-3%,21%,0%,17%
CSc1nc2sc3c(c2c(=O)n1-c1ccc(C)cc1)CCCC3,/,-22%,24%,-18%,/,/,-15%,8%,3%
Cc1cc2nccc(-c3ccc(OCCCF)cc3)n2n1,i,-21%,?,i,-1%,9%,-20%,2%,31%[activator]
Cc1cc(Cl)ccc1OC(C)C(=O)Nc1ccc(S(=O)(=O)N2CCOCC2)cc1 (stereo unspecified),i,7%,11%,-17%,/,9%,37%,?,-10%
Cc1ccc(-c2csc(=Nc3ccc(F)cc3)n2Cc2ccc3c(c2)OCO3)cc1C,/,-30%,-17%,-1%,/,/,21%,11%,1%
CN(Cc1ccccc1)C(=O)Cn1nnc(-c2ccccc2)c1COc1ccccc1,i,-14%,23%,-40%[inhibitor],/,12%,?,?,2%
COc1ccc(CN(C(=O)c2ccccc2Br)C2CCS(=O)(=O)C2)cc1 (stereo unspecified),i,-2%,4%,i,0%,-11%,-6%,-8%,-14%
COc1cc(-c2c(-c3cc(OC)c(OC)c(OC)c3)noc2C)ccc1F,i,9%,?,-31%[inhibitor],1%,-11%,29%,-52%,-15%
Cc1ccc(OCCSc2nnc(NC(=O)c3ccco3)s2)cc1,i,-6%,-5%,-2%[57.5 µM],0%,-11%,-15%,5%,-14%
O=C(NCC(=O)N1CCN(c2ccc(C(F)(F)F)cn2)CC1)c1ccc(Br)o1,i,-3%,18%,-55%[inhibitor],-3%,2%,-2%,-18%,-6%
Cc1ccc(OCCC(=O)OCC(=O)Nc2ccccc2)cc1,i,-6%,-5%,-11%,1%,3%,1%,15%,5%
O=C(c1ccco1)N1CCN(Cc2cc(=O)c(OCc3ccc([N+](=O)[O-])cc3)co2)CC1,i,-10%,9%,-12%,-5%,2%,16%,8%,-1%
COc1ccc(/C=C2\Sc3ccc(C(=O)NCCCN4CCCC4)cc3N(C)C2=O)cc1OC,/,-2%,4%,13%,0%,1%,22%,11%,?
Cc1ccc(S(=O)(=O)N2CC3C(=O)C[C@@H](c4ccccc4Cl)N(S(=O)(=O)c4ccc(C)cc4)C3CC2c2ccccc2)cc1 (stereo partly specified),i,-5%,4%,-21%,/,2%,13%,-4%,-9%
COc1ccccc1-n1c(SCC(=O)N2CCOCC2)nc(O)c(Cc2ccccc2)c1=O,i,-7%,19%,?,3%,-4%,29%,0%,7%
NC(=O)CSc1nnc(COc2ccccc2)n1CCc1ccccc1,i,13%,-7%,i,-1%,-4%,9%,2%,-11%
Cc1coc2c(C)c3oc(=O)c(CCC(=O)NCCN4CCOCC4)c(C)c3cc12,i,-17%,5%,-6%,-2%,1%,-1%,-2%,2%
COC(=O)[C@@]12C[C@@H](CC(=O)NCc3cccs3)C(=O)N(Cc3ccco3)C1=CCC(C)(C)C2,i,2%,-5%,-32%[inhibitor],/,-2%,?,?,-16%
